Screening data deposited in PubChem by several laboratories.
NPY-Y2 PAM-ag: human NPY-Y2 potentiation or agonism, primary screen | 220,000 tested, 0.45% active | P49146 | AID 1359 | activation, % at 3.6 µM | cells expressing NPY-Y2, potentiator/agonist read-out; in the data active = activation above about 27%;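 note: cells stimulated with NPY near EC25 plus isoproterenol at EC100; 0% = vehicle plus submaximal agonist and 100% = vehicle plus saturating agonist; some results beyond the cut were filed as inactive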
Target sequence (P49146 whole entry, looked up): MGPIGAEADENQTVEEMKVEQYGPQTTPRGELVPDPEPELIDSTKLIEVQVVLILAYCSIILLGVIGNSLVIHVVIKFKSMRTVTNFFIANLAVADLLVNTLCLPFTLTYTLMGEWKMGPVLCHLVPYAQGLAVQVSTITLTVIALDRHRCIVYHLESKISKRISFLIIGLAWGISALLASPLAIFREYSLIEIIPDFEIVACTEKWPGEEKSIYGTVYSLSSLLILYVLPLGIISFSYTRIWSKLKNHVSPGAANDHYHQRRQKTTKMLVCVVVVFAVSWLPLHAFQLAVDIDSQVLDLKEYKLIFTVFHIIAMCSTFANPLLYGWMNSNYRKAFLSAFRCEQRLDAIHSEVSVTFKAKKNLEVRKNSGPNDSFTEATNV
Runt-CBFb FRET: blocks binding of human RUNX1 Runt domain to CBFb | Cerulean-Runt/Venus-CBFb FRET ratio 530/480, 1 h | inhibition, % at 20 µM | 220,000 tested, 0.46% active | Q01196+Q13951;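 active = inhibition over about 50% at 20 µM in the single-dose screen, limit read from the data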;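 note: 0% = DMSO wells and 100% = excess unlabeled CBFb competitor control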
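Measured by: fluorescence energy transfer, 422 nm excitation, 530/480 nm emission; test system: Cerulean-tagged RUNX1 Runt domain (FRET donor) fusion protein; buffer or medium: Tris pH 7.5 buffer with BSA; compound: one dose, 20 µM compound, 1% DMSO; times: two 1 h room-temperature incubations shielded from light; benchmarks: unlabeled CBFb 5 µM, positive control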
S1P4 antag: blocks the human S1P4 receptor. S1P4-expressing cells, antagonist mode, reporter read-out. inhibition, % at 4.98 µM. 220,000 tested, 0.26% active. AID 1510; in the data active = inhibition above about 29%;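 note: 0% = wells stimulated with agonist and 100% = vehicle wells without agonist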
Target sequence (O95977 whole entry, looked up): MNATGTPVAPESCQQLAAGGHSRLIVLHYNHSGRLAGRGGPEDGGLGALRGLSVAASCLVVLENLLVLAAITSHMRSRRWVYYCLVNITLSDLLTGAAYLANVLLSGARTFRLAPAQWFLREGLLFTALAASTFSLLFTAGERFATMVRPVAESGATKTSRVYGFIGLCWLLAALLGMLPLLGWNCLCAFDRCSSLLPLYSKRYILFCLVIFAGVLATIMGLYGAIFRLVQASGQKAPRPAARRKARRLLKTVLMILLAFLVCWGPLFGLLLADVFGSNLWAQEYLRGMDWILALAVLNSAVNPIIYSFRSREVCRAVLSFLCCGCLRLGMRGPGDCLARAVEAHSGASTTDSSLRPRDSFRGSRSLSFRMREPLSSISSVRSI
NPY-Y1 PAM-ag: human NPY-Y1 potentiation or agonism, primary screen; NPY-Y1 expressing cells, potentiator/agonist activation; activation, % at 3.6 µM; 220,000 tested, 0.37% active; AID 1304; in the data active = activation above about 33%, passing the limit was not always enough;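 note: cells stimulated with NPY at EC10 then isoproterenol at EC100; 0% = low agonist plus stimulus and 100% = saturating agonist plus stimulus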
BaF3 tox: counter-screen for JAK2V617F inhibitors: parental Ba/F3 viability inhibitors | CellTiter-Glo ATP luminescence | 220,000 tested, 1.1% active | AID 1486 | inhibition, % at 5.6 µM;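 active = inhibition above a per-campaign cutoff, the mean inhibition of all tested compounds plus 3 SD, cut at about 27% in these data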;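 note: 0% = DMSO wells and 100% = JAK Inhibitor I control wells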
RBBP9 inh: inhibitors of human serine hydrolase RBBP9 | recombinant RBBP9, FP-Rh probe fluorescence polarization | inhibition, % at 7.94 µM | 220,000 tested, 0.2% active;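 active = inhibition above the campaign mean of all tested compounds plus 3 SD, cut at about 14% in these data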;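 note: plate controls were DMSO wells with RBBP9 for no effect and wells lacking RBBP9 protein for full effect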
Target sequence (O75884 whole entry, looked up): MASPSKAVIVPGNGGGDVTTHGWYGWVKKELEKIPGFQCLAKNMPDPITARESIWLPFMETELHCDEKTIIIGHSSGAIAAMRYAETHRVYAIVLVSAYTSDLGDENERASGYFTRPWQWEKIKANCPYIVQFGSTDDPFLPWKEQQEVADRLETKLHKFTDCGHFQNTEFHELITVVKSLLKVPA
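Measured by: FP readout at 525/598 nm; material: recombinant human RBBP9; also added: Serine-hydrolase probe FP-Rh, 375 nM pre-mixing; medium: Tris buffer pH 8.0, NaCl, Pluronic; replication: one well per compound; doses: one concentration, 7.94 µM nominal, 0.794% DMSO; timing: preincubation 30 min plus labeling 45 min at 25 °C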
S1P4 ag: agonists of human S1P4 receptor. AID 1509. 220,000 tested, 0.35% active. S1P4-expressing cell line, agonist reporter assay. activation, % at 4.98 µM. O95977; in the data active = activation above about 11%;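 note: 0% = DMSO vehicle and 100% = reference agonist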
Ba/F3 V617F tox: lowers viability of Ba/F3 cells expressing EpoR and JAK2V617F | ATP luminescence | inhibition, % at 5.6 µM | 220,000 tested, 1.1% active;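 active = inhibition above the campaign mean plus 3 SD over all tested compounds, cut at about 24% in these data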;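 note: cytokine-independent growth of Ba/F3 cells driven by EpoR plus mutant JAK2; 0% = DMSO-treated cells and 100% = JAK inhibitor I control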
NPY Y1 blocker: antagonists of human neuropeptide Y receptor Y1. HEK293-CNG Y1 cells, membrane potential fluorescence; NPY at EC95, then isoproterenol. inhibition, % at 3.6 µM. 200,000 tested, 1% active. AID 1040;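 active = inhibition above the campaign mean inhibition of all tested compounds plus 3 SD, cut at about 20% in these data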;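 note: 0% = DMSO wells given NPY plus isoproterenol and 100% = isoproterenol alone without NPY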
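Assay system: HEK293 cells with Y1 receptor plus CNG channel | Probe or stimulus: NPY (25 nM), isoproterenol (1 µM), Ro 20-1724 (25 µM) | Timing: Compound incubation 1 h at room temperature, readout 45 min post-stimulation | Measured by: Membrane-potential fluorescent dye readout | Benchmarks: High control isoproterenol alone, low control NPY with isoproterenol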
* marks the source's active call; other numbers are inactive results; x = no result given.

Values run as follows: NPY-Y2 PAM-ag	Runt-CBFb FRET	S1P4 antag	NPY-Y1 PAM-ag	BaF3 tox	RBBP9 inh	S1P4 ag	Ba/F3 V617F tox	NPY Y1 blocker
CC(N=C(NC#N)Nc1ccncc1)C(C)(C)C (configuration not stated)
  15	-1	2	13	2	4	-0.8	-2	-2
CC(OC(=O)c1cc2sccc2n1C)C(=O)NCc1ccc(F)cc1 (configuration not stated)
  10	0	-38	8	2	-13	1.1	-1	3
Cc1nc(CNC(=O)CC2C(=O)NCCN2Cc2cccc(Oc3ccccc3)c2)cs1 (configuration not stated)
  0	-3	-36	3	1	4	2.0	-2	2
CSCC[C@H](NC(=O)C(C)(C)Oc1ccc(Cl)cc1)c1nc2ccccc2[nH]1
  -2	1	-13	6	5	-2	3.0	-1	14
Cc1c(C(=O)NCc2ccc3c(c2)OCO3)sc2nc(-c3ccc(F)cc3)cn12
  11	1	-18	-3	-1	1	-0.1	-3	-4
CCCCNCCOCCOc1ccccc1-c1ccccc1
  -8	-5	15	-23	5	-10	0.5	4	17
O=C(N/N=C\c1ccc(CNS(=O)(=O)c2ccccc2)o1)C(=O)Nc1ccc(F)cc1
  6	0	-18	9	3	0	5.2	-1	0
O=C(Cc1cccs1)NCCSc1c(-c2ccc(Cl)cc2)[nH]c2ccccc12
  20	-1	5	24	5	-13	-0.4	-2	-3
Fc1cccc(Cl)c1CSc1ccc(-c2cccnc2)nn1
  -6	-4	-15	3	4	-11	1.1	5	2
Cc1ccc(NC(=O)CSc2nnc(Cn3cnc4ccccc43)o2)cc1
  8	0	10	-3	-3	-9	0.2	0	-1
Cc1cc(C)n(-c2c(F)c(F)c(COC(=O)c3ccccc3)c(F)c2F)n1
  -12	0	-3	-4	3	-7	-0.8	-2	1
O=C(Oc1cccc(N2C(=O)CCC2=O)c1)c1ccccc1
  5	-1	-14	-10	2	-2	-1.9	-1	2
CCOC(=O)c1c(C)[nH]c(C(=O)COC(=O)CNC(=O)c2ccc(Cl)cc2Cl)c1C
  3	-3	-7	-3	2	-9	1.4	0	-1
CCc1cc2c(NCCO)ncnc2s1
  4	-1	16	4	5	-4	0.9	-1	-1
Cn1c2c(c(=O)n(C)c1=O)C(c1ccc(Br)cc1)Nc1ccccc1O2 (configuration not stated)
  13	0	-13	14	4	4	2.9	-1	0
Cc1ccccc1C(=O)NCC(=O)NNC(=S)NC(=O)c1ccccc1C
  -5	14	-8	-11	-4	-9	0.8	-2	3
Cc1ccc(NC(=O)CSc2ncnc3ccccc23)cc1S(=O)(=O)N1CCCCC1
  22	-5	-16	-42	5	-16	0.0	-4	16
O=C(CN1CCN(c2ccccc2)CC1)Nc1ccc(OCc2ccccc2)cc1
  -3	-2	5	21	2	0	-1.9	-5	-2
Cc1onc(-c2ccccc2)c1C(=O)Oc1cccnc1
  0	0	15	-17	4	1	-0.4	-3	-2
CCCC1C2CN(C(C)C)CC=C2C(C#N)=C(N)C1(C#N)C#N (configuration not stated)
  13	12	-12	-3	2	9	3.7	-2	4
CC(=O)c1nn(-c2cccc(Br)c2)cc1C(=O)c1ccc(Cl)cc1
  8	0	-11	-8	0	-1	-0.9	-3	2
COc1ccc(OC)c(/C=C2\SC(=S)N(C(C(=O)O)c3ccccc3)C2=O)c1 (configuration not stated)
  -39	-91	-11	-10	4	-1	-0.3	-5	x
CCOC(=O)N1CCN(S(=O)(=O)c2ccc(OCC(=O)OC)cc2)CC1
  17	0	-10	-27	3	10	2.0	0	-4
C/C(=N\NC(=O)C1CC1)c1cccnc1
  5	0	-25	11	4	-2	0.7	-1	-2
COc1ccc(CC(C)N2CCN(c3ccccc3OC)CC2)cc1OC (configuration not stated)
  -8	0	-18	-28	2	-2	0.0	8	4
CCn1cc(/C=N/N=C2\CCC3C4CCc5cc(O)ccc5C4CC[C@]23C)c(C)n1 (some centres not stated)
  -4	1	4	-8	3	-20	1.1	2	0
COc1cc(C)nc(N(C)S(=O)(=O)c2ccccc2Cl)n1
  10	-1	-13	13	5	-1	-0.2	-2	2
Cc1nn(Cc2c(Cl)cccc2Cl)c(C)c1N
  11	-1	-21	11	1	-8	2.1	-2	0
Cc1ccc(S(=O)(=O)N2CCN(C3CC(=O)N(CCc4ccccc4)C3=O)CC2)cc1C (configuration not stated)
  -11	-4	3	22	2	-4	-1.3	-2	-4
CCc1cc(=O)oc2cc(OCC(N)=O)c(Cl)cc12
  1	1	-11	18	6	4	-0.4	-2	5

Reprinted at random: 4 compounds from above.
Values run as follows: NPY-Y2 PAM-ag	Runt-CBFb FRET	S1P4 antag	NPY-Y1 PAM-ag	BaF3 tox	RBBP9 inh	S1P4 ag	Ba/F3 V617F tox	NPY Y1 blocker
COc1ccc(OC)c(/C=C2\SC(=S)N(C(C(=O)O)c3ccccc3)C2=O)c1 (configuration not stated)
  -39	-91	-11	-10	4	-1	-0.3	-5	x
CCn1cc(/C=N/N=C2\CCC3C4CCc5cc(O)ccc5C4CC[C@]23C)c(C)n1 (some centres not stated)
  -4	1	4	-8	3	-20	1.1	2	0
CCCC1C2CN(C(C)C)CC=C2C(C#N)=C(N)C1(C#N)C#N (configuration not stated)
  13	12	-12	-3	2	9	3.7	-2	4
CC(=O)c1nn(-c2cccc(Br)c2)cc1C(=O)c1ccc(Cl)cc1
  8	0	-11	-8	0	-1	-0.9	-3	2

Later entries
Values run as follows: NPY-Y2 PAM-ag	Runt-CBFb FRET	S1P4 antag	NPY-Y1 PAM-ag	BaF3 tox	RBBP9 inh	S1P4 ag	Ba/F3 V617F tox	NPY Y1 blocker
Fc1ccccc1Cc1nnc2n1N=C(c1ccc(Cl)cc1)CS2
  -33	-2	8	-5	2	-11	2.0	-1	1
Nc1nc(-c2ccc3c(c2)CCC(=O)N3)cs1
  -10	3	-13	-13	2	11	2.3	1	-3
Cc1ccccc1C(=O)Nc1sc(C)c(C)c1C(=O)c1ccccc1
  -40	8	4	-60	3	-11	0.3	2	12
CC(C)(C)c1nnc(NC(=O)c2cccnc2Cl)s1
  13	1	-7	9	9	-2	1.6	0	-3
COc1cc2c(cc1OC)/C(=C/c1ccc(Br)cc1)C(=O)OC2
  -15	-4	-4	-47	2	-4	149*	3	14
COCCNC(=S)N/N=C/c1ccc(OCc2ccc(C(=O)OC)cc2)cc1
  7	1	2	-10	4	-10	1.7	-3	9
COc1cccc(CNC(=O)C2CCN(C(=O)N(C)C)CC2)c1
  3	0	-5	14	4	-7	-1.0	-2	-4
CC(=O)c1c(O)cc(C)n(Cc2ccccc2)c1=O
  1	x	-10	-18	1	-2	-1.7	-4	-2
CCNS(=O)(=O)c1ccc2c(c1)n(C)c(=O)n2C
  1	-3	-2	1	-1	-9	1.0	-1	0
CN(NC(=O)c1ccccc1Cl)c1ncc(C(F)(F)F)cc1Cl
  2	0	-4	15	2	0	-0.4	-2	x
Cc1cc2ncn(CC3CC3(Cl)Cl)c2cc1C (configuration not stated)
  -1	0	12	-4	1	6	-1.5	-1	6
CCCC(=O)Nc1ccccc1NC(=O)c1ccc(OCC)c(OCC)c1
  9	0	-3	12	3	-4	-0.3	2	0
CCc1cccc2c1NC(=O)C21N2CCCC2C(C(=O)c2ccc3ccccc3c2)C12C(=O)Nc1ccccc12 (configuration not stated)
  0	3	7	1	8	-7	5.3	4	1
Cc1ccc(C(=O)N/C(=C/C=C\c2ccccc2)C(=O)NCc2ccco2)cc1
  -2	1	-5	-1	2	-6	0.6	-4	1
CC(C)Oc1ccc(N2CC(C(=O)Nc3ccc4c(c3)OCO4)CC2=O)cc1 (configuration not stated)
  -16	-1	-6	-9	0	-6	2.2	-3	3
CC(Sc1ccc2ccccc2c1)C(=O)NC(N)=O (configuration not stated)
  11	0	2	0	8	-12	-1.1	2	-3
COc1ccc(-c2ncnc(C(F)(F)F)c2-c2csc(C)n2)c(O)c1
  -8	0	11	11	-2	3	-0.6	-2	x
CCOc1c(Br)cc(CNC2CCCCCCC2)cc1OC
  6	-3	21	8	2	-14	-0.3	7	13
CC(Oc1ccc(Cl)cc1)c1ccnc(N)n1 (configuration not stated)
  -4	2	-5	0	0	3	-1.5	-4	0
COc1ccc(-c2csc(NCc3ccco3)n2)cc1C
  -7	25	-16	-10	4	-11	1.1	1	1
CCn1c(CS(=O)Cc2ccc(Cl)cc2Cl)nnc1SCc1c(Cl)cccc1Cl (configuration not stated)
  -12	-4	-22	-10	6	-2	-1.9	1	6
COc1ccc(/C=N/Nc2ccccn2)cc1OC
  -9	1	-15	-4	0	-3	1.1	-1	x
Cc1ccccc1NC(=O)NCCCN1CCCC1
  4	0	0	10	2	-1	-1.0	-1	-6
O=C(Cn1ccc([N+](=O)[O-])n1)N1CCc2ccccc21
  -4	4	-3	7	5	-1	-0.3	-1	6
Oc1cccc(C(Nc2nccs2)c2ccc3cccnc3c2O)c1 (configuration not stated)
  16	6	-4	3	65*	-3	-2.4	68*	-2
CN1C(=O)c2ccc(NC(=O)c3ccc(N4CCCCC4)c([N+](=O)[O-])c3)cc2C1=O
  16	-2	-12	2	5	1	-1.4	-1	-1
Nc1ccc(-n2cnc3cc([N+](=O)[O-])ccc32)cc1
  -3	-10	-13	28	2	-2	-1.1	-4	-3
COC(=O)c1cc(C)sc1NC(=O)C1C2C=CC(CC2)C1C(=O)O (configuration not stated)
  7	-2	-4	0	3	-2	0.5	-1	2
Cn1nnc2cc(NC(=O)NCc3ccc4c(c3)OCO4)ccc21
  -1	3	7	-36	4	0	-0.3	0	6
CCCc1[nH][nH]c(=O)c1C(c1ccc(Cl)cc1)C(C#N)C#N (configuration not stated)
  -23	1	-18	3	-1	-10	-1.6	-5	0
CN(C)c1cc[n+](CC(=O)N2CCCc3ccccc32)cc1
  4	-1	2	-4	63*	-2	3.3	52*	0
O=C(Nc1ccc(-c2nc3ccccc3s2)c(OC(=O)c2ccccc2)c1)c1ccccc1
  7	1	-27	-9	3	-9	2.0	-1	4
O=C(NCCCN1CCN(CCCNC(=O)c2ccc(F)cc2)CC1)c1ccc(F)cc1
  13	1	-7	13	4	0	-1.1	1	10
Clc1ccccc1C1=Nn2c(nnc2-c2ccco2)SC1
  6	3	-8	-3	3	-1	0.3	-2	x
COc1ccc(NC(=O)c2cc(-c3ccccc3Cl)no2)cc1
  -16	-4	-5	0	0	-4	0.1	1	7
COC(=O)Cc1nnc(NC(=O)C(C)C)s1
  0	1	-8	10	1	-7	-1.2	0	6
Cc1ccc(/C=C/C(=O)Nc2nc3ccccc3[nH]2)cc1
  12	0	-21	7	3	-3	2.9	-4	-1
CCCn1c(SCC(=O)Nc2cccc(C)n2)nnc1C(C)C
  24	1	3	10	3	-5	5.6	-2	0
